TNAP activators – human TNAP enzyme activators, primary screen, biochemical, luminescent, no phosphate acceptor, uHTS (AID 1001); activation fold at 20 µM; hits with a dose series show EC50 in µM; purified TNAP, luminescent activation assay, no phosphate acceptor; higher activation fold means a stronger effect; actives 0.03% (n = 200,000); in the data active = activation fold from about 3, or a potency from the dose series; inactive = the rest, 99 in 100 with activation fold below about 1.6; note: many of its hits are not listed in these tables
human PMI inhibition – inhibitors of human PMI, primary screen, biochemical, fluorescence intensity, coupled assay (AID 1209). inhibition, % at 20 µM; hits with a dose series show IC50 in µM. purified PMI enzyme, coupled fluorescence intensity; higher % means a stronger effect. actives 0.42% (n = 190,000);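 note: plate controls were DMSO vehicle for no effect and wells lacking substrate for full effect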
M1AAP inhibition – P. falciparum M1AAP inhibitors, biochemical, fluorogenic H-Leu-NHMec substrate, 1536-well (AID 1445); recombinant M1AAP, H-Leu-NHMec fluorogenic kinetic assay; higher % means a stronger effect; one-dose inhibition, % at 30 µM; IC50 in µM for titrated hits; actives 0.42% (n = 220,000);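 active = primary inhibition above the hit cutoff, then over 50% inhibition at one or more dose response concentrations, cut at about 23% in these data, passing the limit was not always enough; inconclusive = conflicting primary data, or primary hits not chosen for dose response; inactive = low primary inhibition, or under 50% at every dose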;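 note: plate controls were DMSO full reaction for no effect and no enzyme background for full effect; strong numbers were not always called active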
UTI89 phage lysis – inhibition of K1F phage lysis, E. coli UTI89, bacterial capsule biogenesis inhibitors, alamar blue (AID 488966) | E. coli UTI89 K1F phage lysis, alamar blue, 2 h; higher % means a stronger effect | inhibition, % at 100 µM, or IC50 in µM where a hit was titrated | actives 0.02% (n = 340,000);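 active = phage lysis inhibition, versus mean bacterial control, above a set limit; inconclusive = no clear call, values can overlap the other calls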;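 note: capsule biogenesis inhibitors block K1F phage lysis so surviving cells raise fluorescence; higher fluorescence means more inhibition of phage lysis; actives were called in the ten point dose series up to 300 µM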
PMI inhibition – MPI inhibition at elevated mannose 6-phosphate – biochemical, fluorescence intensity, high mannose 6-phosphate, primary screen (AID 1220) | inhibition, % at 20 µM, or IC50 in µM where a hit was titrated | actives 0.66% (n = 190,000) | recombinant PMI enzyme, coupled fluorescence intensity; higher % means a stronger effect
T cell modulator – modulates CD8 T cell binding to vesicles; 2C CD8+ T cell-vesicle binding, flow cytometry; stronger effect = lower value; calls only at 7 µM; actives 0.068% (n = 330,000);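 active = response, share of CD8 T cells binding vesicles, and their 90th percentile fluorescence all below set limits, cut at about 80% in these data, passing the limit was not always enough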
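Test system: purified 2C TCR transgenic mouse naive CD8+ T cells. Probe or stimulus: QL9-peptide-loaded Drosophila micro-vesicles bearing Ld, ICAM-1 and B7-1. Incubation: binding step 1.5 h, 37 °C, antibody labelling 20 min, ice. Measured by: flow cytometry of vesicle-bound cells.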
RSV antiviral HEp-2 – RSV antiviral activity via CPE protection, HEp-2 cells, primary 10 µM value included (AID 2391). HEp-2 cells, RSV-induced CPE inhibition; higher % means a stronger effect. actives 0.13% (n = 310,000). one-dose CPE inhibition, % at 10 µM; IC50 in µM for titrated hits; in the data active = a potency from the dose series; inconclusive = CPE inhibition mostly from about 23% at the one dose, without a potency; inactive = the rest, 99 in 100 with CPE inhibition below about 21%; note: strong numbers were not always called active
P. falciparum M17LAP – P. falciparum M17LAP inhibitors, primary screen, biochemical, fluorogenic H-Leu-NHMec substrate, 1536-well (AID 1619). recombinant M17LAP, H-Leu-NHMec fluorogenic kinetic assay; higher % means a stronger effect. actives 0.38% (n = 220,000). one-dose inhibition, % at 30 µM; IC50 in µM for titrated hits;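 active = compound inhibiting the enzyme by more than half at any dose during confirmatory dose-response retesting; inconclusive = strong single-dose inhibitors picked by rank but not retested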;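 note: plate controls were full reaction with DMSO carrier for no effect and no enzyme background for full effect; strong numbers were not always called active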
West Nile antiviral – West Nile virus antiviral activity, cell-based, CPE readout (AID 1621). West Nile virus-infected cells, CPE inhibition; higher % means a stronger effect. CPE inhibition, % at 10 µM, or IC50 in µM where a hit was titrated. actives 0.02% (n = 290,000); in the data active = a potency from the dose series; inconclusive = CPE inhibition mostly from about 3.7% at the one dose, without a potency; inactive = the rest, 99 in 100 with CPE inhibition below about 2.2%; note: strong numbers were not always called active
T cell modulator vesicle-bound % – further read-out of T cell modulator, marked with its call; double positive events, %; measured here: CD8+ vesicle-bound cell fraction;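 binding gate set so that unloaded-vesicle control wells show 10% double positive cells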
* = called active by the depositor; i = inactive; ? = inconclusive; nt = no result given; [ ] = remark or other dose. Cut-off read from the data, not from the text of the source, unless noted: active = inhibition above about 50%; inactive = the rest.

SMILES,TNAP activators,human PMI inhibition,M1AAP inhibition,UTI89 phage lysis,PMI inhibition,T cell modulator,T cell modulator vesicle-bound %,RSV antiviral HEp-2,P. falciparum M17LAP,West Nile antiviral
CCC(C)C(NC(=O)C1CCC(C)CC1)C(=O)Nc1ccc(OC)cc1 (stereo not drawn),nt,nt,nt,0.4%,nt,i,35.1,0.2%,nt,-0.1%
COc1ccc(Nc2nc(N3CCCC3)nc(N3CCOCC3)n2)cc1,nt,nt,nt,-0.6%,nt,i,44.1,3.4%,nt,0.2%
O=C1[C@H]2[C@@H](c3ccc(F)cc3)N3C(=O)N(c4ccc(Br)cc4)C(=O)[C@@]3(Cc3ccccc3)[C@H]2C(=O)N1C1CCCCC1,nt,nt,nt,1.7%,nt,i,52.9,7.6%,nt,-2.1%
O=C1c2ccccc2-c2n[nH]c(=O)c3ccc(N4CCCCC4)c1c23,0.9,9.4%,-0.1%,-0.3%,1.3%,i,58.2,3.2%,-2.5%,1.4%
COc1ccc(F)c(CN2CCC(CO)(Cc3cccc(C(F)(F)F)c3)CC2)c1,1,21.5%,-0.6%,0.8%,8.2%,i,31.8,0.9%,-5.0%,-1.2%
CCn1c(SCC(=O)N/N=C/c2c[nH]c3ccccc23)nnc1-c1ccc(Cl)cc1,1,6.1%,1.1%,-5.2%,8.5%,i,19.4,6.1%,-1.4%,-0.6%
COc1ccc(N2CC(C(=O)Nc3cccc(C)n3)CC2=O)cc1 (stereo not drawn),1,3.2%,3.3%,0.2%,2.2%,i,15.9,0.7%,18.5%,0.3%
Cc1cc(Cl)ccc1OCCCC(=O)NO,1.1,1.5%,43.1µM*,-0.9%,3.7%,i,22.4,7.4%,51.5%,0.4%
CCC(Sc1nc(C)cc(C)n1)C(=O)Nc1nccs1 (stereo not drawn),nt,nt,nt,0.1%,nt,i,24.9,1.5%,nt,-0.3%
CCOc1ccc(CN(C)CC(=O)Nc2cccc(C)c2)cc1OC,1.1,-14.3%,7.4%,-0.1%,-12.3%,i,41.0,6.2%,0.8%,-1.4%
Cc1cc(NS(=O)(=O)c2ccc(NC(=O)C(C)Oc3ccc(Cl)cc3)cc2)no1 (stereo not drawn),1.1,-3.7%,4.5%,5.8%,-7.2%,i,33.7,nt,-51.2%,0.2%
CN(C)c1nc(Oc2ccc(=O)[nH]n2)nc(N2CCCCC2)n1,1,1.2%,1.1%,0.1%,-0.1%,i,61.2,1.3%,-4.1%,-0.2%
Cc1ccc(S(=O)(=O)N(Cc2cc3ccccc3[nH]c2=O)CC2CCCO2)cc1 (stereo not drawn),nt,nt,nt,0.0%,nt,i,16.9,0.9%,nt,-0.9%
O=C(c1ccc(Cl)cc1)c1ccc(Oc2cc(NN3CCCCC3)c([N+](=O)[O-])cc2[N+](=O)[O-])cc1,nt,nt,nt,-1.6%,nt,i,19.0,0.7%,nt,-0.4%
COC(=O)CC(NC(=O)c1ccc(C)cc1)c1ccccc1 (stereo not drawn),1.1,-9.7%,9.3%,0.5%,-9.6%,i,35.8,0.2%,16.9%,0.1%
Cn1cc([N+](=O)[O-])c(C(=O)Nc2nccs2)n1,1.1,6.8%,-2.9%,0.2%,2.3%,i,54.7,17.7%,6.8%,?
COC(=O)N/N=C/c1cn(Cc2ccc(F)cc2)c2ccccc12,nt,nt,-0.6%,0.5%,nt,i,19.6,0.9%,-9.3%,0.1%
CCC(CC)COC(=O)C1=C(C)NC(=O)NC1c1cccc([N+](=O)[O-])c1 (stereo not drawn),nt,nt,nt,0.1%,nt,i,60.7,10.2%,nt,-1.9%
Cc1ccc(S(=O)(=O)NCCN2CCOCC2)cc1C,1,13.0%,-8.2%,0.1%,9.7%,i,31.4,-0.6%,-4.2%,0.0%
Cc1ccc(C2SCC(=O)N2Cc2cn3ccsc3n2)o1 (stereo not drawn),0.9,-7.2%,-5.5%,2.5%,12.0%,i,42.1,3.1%,42.6%,-0.1%
COC(=O)CCC/C=C1/SCC(NC(=O)c2ccccc2)C1=O (stereo not drawn),1.2,14.3%,13.4%,0.1%,9.6%,i,9.4,0.7%,40.8%,-0.5%
C=CCn1c(SCC(=O)c2[nH]c(C)c(C(=O)OCC)c2C)nc2scc(-c3ccc(OC)cc3)c2c1=O,1,-1.2%,8.2%,2.4%,1.1%,nt,nt,nt,5.7%,-1.0%
COc1ccc(Nc2cc(C)c3ccc(O)cc3n2)cc1,nt,nt,19.9%,4.5%[50 µM],nt,i,55.8,54.1%,24.6%,-0.5%
Oc1ccc(Br)cc1-c1cc(-c2ccco2)[nH]n1,1.1,13.7%,?,-0.8%,8.8%,i,48.3,?,16.1%,-0.1%
O=C(NC(=S)Nc1ccc(Cl)cc1)c1ccccc1,nt,nt,3.5%,0.3%,nt,nt,nt,13.5%,-2.9%,-0.2%
COC(=O)NC1(C(F)(F)F)C(=O)NC(C)=C1C(=O)OC (stereo not drawn),1,8.6%,7.8%,-0.6%[50 µM],2.2%,i,34.8,1.8%,1.5%,0.2%
COc1ccc(-c2nn(C)c(=O)c3ccccc23)cc1CNC(=O)c1ccco1,1.1,-10.5%,?,-0.8%[50 µM],-2.2%,i,40.2,2.1%,2.8%,0.6%
COC(=O)c1nn(-c2nc(-c3ccc(OC)c(OC)c3)cc(C(F)(F)F)n2)cc1[N+](=O)[O-],1.1,6.9%,-0.2%,-0.6%[50 µM],8.9%,i,23.4,2.9%,-2.0%,0.8%
CC1CC(NC(=O)CCn2c(=O)oc3ccccc32)CC(C)(C)C1 (stereo not drawn),1.1,3.1%,-6.7%,-0.6%,3.4%,i,nt,0.2%,-1.6%,-0.5%
CC(=O)n1cc(N(C(=O)CCl)c2ccccc2)c2ccccc21,nt,nt,2.6%,-1.3%,nt,i,17.9,-2.2%,-3.0%,-0.6%

The list goes on, starting with the last five of the part before.
Screens in order – TNAP activators	human PMI inhibition	M1AAP inhibition	UTI89 phage lysis	PMI inhibition	T cell modulator	T cell modulator vesicle-bound %	RSV antiviral HEp-2	P. falciparum M17LAP	West Nile antiviral
COC(=O)NC1(C(F)(F)F)C(=O)NC(C)=C1C(=O)OC (stereo not drawn)
 : 1	8.6%	7.8%	-0.6%[50 µM]	2.2%	i	34.8	1.8%	1.5%	0.2%
COc1ccc(-c2nn(C)c(=O)c3ccccc23)cc1CNC(=O)c1ccco1
 : 1.1	-10.5%	?	-0.8%[50 µM]	-2.2%	i	40.2	2.1%	2.8%	0.6%
COC(=O)c1nn(-c2nc(-c3ccc(OC)c(OC)c3)cc(C(F)(F)F)n2)cc1[N+](=O)[O-]
 : 1.1	6.9%	-0.2%	-0.6%[50 µM]	8.9%	i	23.4	2.9%	-2.0%	0.8%
CC1CC(NC(=O)CCn2c(=O)oc3ccccc32)CC(C)(C)C1 (stereo not drawn)
 : 1.1	3.1%	-6.7%	-0.6%	3.4%	i	nt	0.2%	-1.6%	-0.5%
CC(=O)n1cc(N(C(=O)CCl)c2ccccc2)c2ccccc21
 : nt	nt	2.6%	-1.3%	nt	i	17.9	-2.2%	-3.0%	-0.6%
O=C(Cn1cnc2c(oc3nc4c(cc32)CCCC4)c1=O)Nc1ccccc1
 : nt	nt	nt	-0.1%	nt	i	31.9	0.7%	nt	-0.5%
Cc1cc2cc(CCNC(=O)c3ccc(S(=O)(=O)N4CCCC4)cc3)c(=O)[nH]c2cc1C
 : nt	nt	nt	-0.2%[50 µM]	nt	i	60.3	4.9%	nt	3.1%
CN1C(=O)N(C)C2(c3ccccc3)NNC(N)=NC12c1ccccc1 (stereo not drawn)
 : nt	nt	-0.4%	nt	nt	i	32.8	1.8%	13.7%	-0.3%
COc1ccc(NC(=O)CCC(=O)OC(C(=O)c2ccccc2)c2ccccc2)cc1 (stereo not drawn)
 : 1.1	8.1%	-4.0%	0.9%	11.3%	i	40.1	1.2%	-9.0%	-0.3%
COc1ccc(C(=O)NC(C)CCn2cccn2)cc1OC1CCN(C(C)C)CC1 (stereo not drawn)
 : nt	nt	nt	0.1%	nt	i	11.1	0.7%	nt	0.1%
CC(=O)c1cccc(NC(=O)N2CCCC2C(=O)Nc2ccc3c(c2)OCO3)c1 (stereo not drawn)
 : 1.1	-7.7%	3.6%	0.2%	-3.7%	i	56.0	-0.1%	-0.6%	0.1%
COc1ccc2cc(C3CC(c4ccco4)=NN3S(C)(=O)=O)c(Cl)nc2c1 (stereo not drawn)
 : nt	nt	7.7%	1.2%[50 µM]	nt	i	34.8	1.6%	3.2%	-0.3%
CCOC(=O)CC(NC(=O)Cc1ccc(F)cc1)c1ccccc1Cl (stereo not drawn)
 : 1.1	6.1%	0.7%	-3.9%	4.3%	i	48.2	0.6%	-2.1%	-1.3%
Cc1cc(Cl)ccc1OCC(=O)NCCOc1nc(N2CCCCC2)nc(N2CCOCC2)n1
 : 1.1	6.4%	-10.5%	1.8%	3.4%	i	47.9	1.4%	-4.3%	nt
O=C(O)CCCC(=O)Nc1ccccc1SCCS(=O)(=O)c1ccc(Cl)cc1
 : nt	nt	nt	0.7%[50 µM]	nt	i	39.6	1.4%	nt	0.9%
Cc1cc(-c2onc(C)c2C(=O)Nc2ccc(C(F)(F)F)cc2)no1
 : nt	nt	7.4%	-0.8%	nt	i	19.9	3.7%	5.3%	0.3%
O=S(=O)(c1ccc(N2CCOCC2)nc1)N(Cc1ccccn1)Cc1ccccn1
 : nt	nt	3.9%	0.7%	nt	i	20.4	-0.1%	2.9%	0.2%
Cc1cnc(C(=O)Nc2ccccc2C(=O)N2CCOCC2)cn1
 : 1.1	8.0%	-1.8%	5.3%	1.5%	i	29.3	0.8%	1.9%	0.7%

Screens deposited in PubChem BioAssay by several laboratories.

Rows are unselected; any-hit rate near 1.5%.
